Source: PubChem
TEAD-YAP block = TEAD-YAP interaction inhibition | HEK-TIYL cells, TEAD-Gal4/YAP UAS-luciferase luminescence | inhibition, % at 9.12 µM | actives 1.4% (n = 640,000) | AID 1259422; in the data active means inhibition above about 32%;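 further: 0% = median of test compound wells and 100% = reference inhibitor wells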
FBW7 activator = activators of human E3 ligase FBW7. normalized activity (activation), % at 26.1 µM. AID 1259310. AlphaScreen FBW7–phospho-cyclin E peptide binding, activator screen. Q969H0. actives 0.13% (n = 650,000); in the data active means normalized activity above about 1.9%;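 further: purified mutant Fbw7 with reduced substrate affinity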
GPR151 ag = activates the human receptor GPR151; actives 1% (n = 650,000); activation, % at 11.2 µM; PathHunter beta-arrestin GPR151 cells, luminescence; Q8TDV0; in the data active means activation above about 4.9%;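 further: 0% = median of compound wells and 100% = cells with positive control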
Target sequence (Q8TDV0 whole entry, looked up): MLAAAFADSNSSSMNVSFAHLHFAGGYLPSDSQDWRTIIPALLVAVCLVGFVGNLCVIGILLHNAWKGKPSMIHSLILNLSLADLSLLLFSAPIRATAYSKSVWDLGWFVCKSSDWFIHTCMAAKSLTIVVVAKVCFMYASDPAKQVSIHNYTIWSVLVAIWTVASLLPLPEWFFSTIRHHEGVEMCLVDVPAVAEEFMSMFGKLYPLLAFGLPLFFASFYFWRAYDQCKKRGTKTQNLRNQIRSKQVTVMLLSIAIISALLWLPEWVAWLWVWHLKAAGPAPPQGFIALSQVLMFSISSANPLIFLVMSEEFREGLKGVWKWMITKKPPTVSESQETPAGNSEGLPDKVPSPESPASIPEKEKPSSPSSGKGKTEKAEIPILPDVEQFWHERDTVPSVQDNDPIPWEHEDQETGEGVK
MITF primary = blocks human microphthalmia-associated transcription factor | inhibition, % at 2.6 µM | AlphaScreen MITF homodimerization, bead proximity signal | O75030 | actives 0.91% (n = 650,000); in the data active means inhibition above about 50%;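 further: 0% = vehicle wells with protein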
Target sequence (O75030 whole entry, looked up): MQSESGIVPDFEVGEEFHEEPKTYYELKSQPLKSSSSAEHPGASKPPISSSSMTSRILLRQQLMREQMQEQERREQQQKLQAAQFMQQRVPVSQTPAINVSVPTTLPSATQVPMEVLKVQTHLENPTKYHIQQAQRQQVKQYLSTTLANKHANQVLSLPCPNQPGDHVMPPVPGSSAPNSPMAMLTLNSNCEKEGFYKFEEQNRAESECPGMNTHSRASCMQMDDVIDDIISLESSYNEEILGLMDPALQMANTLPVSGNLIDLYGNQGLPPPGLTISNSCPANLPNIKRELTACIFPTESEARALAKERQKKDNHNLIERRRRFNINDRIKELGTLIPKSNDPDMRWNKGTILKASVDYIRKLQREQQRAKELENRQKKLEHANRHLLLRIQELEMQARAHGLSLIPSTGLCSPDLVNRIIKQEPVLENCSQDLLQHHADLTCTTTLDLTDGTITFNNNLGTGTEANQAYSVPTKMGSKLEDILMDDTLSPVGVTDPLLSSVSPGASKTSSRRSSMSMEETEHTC
Starred values were filed as active, the others as inactive.

Every second line gives: TEAD-YAP block, FBW7 activator, GPR151 ag, MITF primary
> O=C1CC(N2CCN(C(c3ccccc3)c3ccccc3)CC2)C(=O)N1c1ccc(Cl)c(C(F)(F)F)c1 (stereo unspecified)
→ 8, 0.2, 0.4, 8
> COc1ccc(OCC(=O)Nc2cc(C)ccc2O)cc1
→ -36, -0.1, 0.2, 2
> CC(=O)Nc1nnc(SCC(N)=O)s1
→ 9, 0.1, 1.4, 7
> CCCC(=O)N=c1sc2cc(OC)c(OC)cc2n1C
→ -9, -0.2, -1.6, -8
> O=C(CCc1nnc2n(CCc3ccccc3)c(=O)c3ccccc3n12)NCC1CCCO1 (stereo unspecified)
→ 4, 0.0, 3.7, -2
> Nc1nonc1-c1nc2ccccc2n1CC1CC1
→ 3, -0.2, 0.0, -11
> CCCn1c(CCC(=O)NCCc2cccs2)nc2cccnc21
→ -4, 0.1, 0.3, 19
> Cc1cccc(NC(=O)CN2CCC3(CC2)NC(=O)c2ccccc2O3)c1C
→ 4, 0.1, 0.3, -5
> O=C(c1ccc(NC(=S)NCc2ccco2)cc1)N1CCCCC1
→ 6, 0.3, 0.1, 17
> COc1cc(CN2CCNC(=O)C2CC(=O)NCCc2ccccc2Cl)cc(OC)c1 (stereo unspecified)
→ -1, -0.1, -0.1, -18
> Cc1ccc(S(=O)(=O)NC(C)C(=O)Nc2cccc(C)c2)cc1 (stereo unspecified)
→ -9, 0.2, -0.5, 4
> O=C(c1csc2c1CCCC2)n1cccn1
→ 1, -0.3, -0.1, 2
> CC(=O)Nc1cc(CNCc2ccc(C(F)(F)F)cc2)cc(C(=O)N2CCN(C)CC2)c1
→ 0, -0.1, -0.9, -30
> CC(C)(C)c1ccc(OCC(=O)OCC(=O)Nc2sc3c(c2C(N)=O)CCC3)cc1
→ 2, 0.0, -0.3, 1
> Cc1ccc(C(=O)Nc2ccc(C)c(C)c2)o1
→ -42, -0.2, -2.0, 0
> CCN1CCN(c2c(C(=O)c3ccc(OC)cc3)cnc3cc4c(cc23)OCCO4)CC1
→ -3, 0.5, -0.8, 13
> O=c1c2ccccc2nc(/C=C/c2cccc3ccccc23)n1-c1ccc(F)cc1F
→ -6, 0.0, 1.3, 5
> N#CCNC(=O)c1cc2nc(-c3cccs3)cc(C(F)(F)F)n2n1
→ -9, 0.0, 0.3, -1
> c1cncc(CN2CCN(c3ccc4cccc(-c5ccsc5)c4n3)CC2)c1
→ 6, 0.6, -0.4, 11
> Cn1c(NC(=O)c2cccc(Br)c2)cc(=O)n(C)c1=O
→ 0, -0.1, -1.1, 7
> COc1ccccc1NC(=O)c1cc2c(=O)n3cccc(C)c3nc2s1
→ 9, 0.1, 0.8, -8
> NNC(=O)CNC(c1ccccc1)c1cc(Br)ccc1NC(=O)CN1CCOCC1 (stereo unspecified)
→ 10, 0.1, 0.6, 1
> CCOC(=O)N1CCN(C(=O)CN(c2ccc3c(c2)OCCO3)S(C)(=O)=O)CC1
→ -2, 0.1, -0.4, 0
> O=C(c1ccc(OCc2ccc3ccccc3n2)cc1)N1CCN(c2ncccn2)CC1
→ -6, 0.3, -1.2, 2
> Cc1ccc([N+](=O)[O-])cc1S(=O)(=O)n1ccnc1C
→ 0, 0.1, 2.1, -9
> O=C(CN1CCC(O)(c2ccccn2)CC1)N1CCOCC1
→ 11, 0.2, 0.1, 2
> Cc1ccc(C2CC(c3cccc(C)c3)n3ncnc3N2)cc1 (stereo unspecified)
→ 10, 0.1, 0.1, 2
> CC(=O)N1C(=S)NC(=O)/C1=C1/C(=O)N(CC(=O)Nc2ccccc2)c2ccccc21
→ -5, 0.2, -0.3, 11
> COc1cc(C=O)ccc1OCCCCOc1ccc(C=O)cc1OC
→ 4, -0.1, -0.1, -5
> O=C(NCc1ccccc1)/C(=C\c1ccco1)NC(=O)c1ccccc1Cl
→ -8, 0.0, 0.7, -8
> Cc1ccc(C)c(NC(=O)CN(C)S(=O)(=O)c2ccc3c(c2)C(C)(C)C(=O)N3C)c1
→ 6, 0.4, 1.5, -11
> CCN1CCN(CC(=O)Nc2ccc3c(c2)OCO3)C(=O)C1=O
→ 6, 0.0, -1.5, 1
> Cc1ccccc1C(=O)NCCSC1CCCCC1
→ -25, 0.0, -1.1, -13
> CC1CC(C)CN(CCCNC(=O)c2csc3c2CCCC3)C1 (stereo unspecified)
→ 0, 0.0, -0.9, -5
> CC1CCCN(S(=O)(=O)c2ccc(C(=O)Nc3sc4c(c3C(N)=O)CCN(C)C4)cc2)C1 (stereo unspecified)
→ -4, 0.1, 0.7, -10
> COc1ccc(C2C=C(c3ccc(C)cc3)Nc3ncnn32)cc1OC (stereo unspecified)
→ 54*, 0.1, -0.1, 11
> CCOC(=O)C(C)N1C(=O)S/C(=C/c2ccc(C(=O)OC)cc2)C1=O (stereo unspecified)
→ -4, 0.4, 0.4, 21
> COc1ccc(-n2cnc3sc(C)c(C)c3c2=O)cc1
→ -2, 0.0, 2.7, 0
> COc1ccc(CNc2nc3ccccc3c3nc(-c4ccncc4)nn23)cc1
→ 1, 0.1, 0.7, 8
> Cc1noc(C)c1CSCC(=O)OCC(=O)c1ccc(NC(=O)CC(C)C)cc1
→ 13, 0.2, -0.7, 11
> COc1cccc(OC)c1C(=O)Nc1ccc(NC(=O)c2ccco2)cc1
→ 4, 0.2, 2.3, 1
> O=C1NC(=O)C(CC(=O)N(Cc2cccs2)C2(C(=O)NC3CCCC3)CCCCC2)N1 (stereo unspecified)
→ -6, -0.1, -1.3, -12
> CCN(CC)C(=O)C1CCCN(c2nc(Nc3ccc(NC(C)=O)cc3)c3ncn(CCN4CCCC4=O)c3n2)C1 (stereo unspecified)
→ -1, 0.0, 6.4*, -5
> COc1ccc(CCNC(=O)CCCCCn2c(SCc3c(F)cccc3Cl)nc3ccsc3c2=O)cc1OC
→ 3, 0.4, -1.5, 7
> O=C1CCCN1CCn1cnc2c(NCc3cccnc3)nc(-c3ccc(N4CCOCC4)nc3)nc21
→ 0, 0.0, -0.6, 9
> COc1ccc(OC)c(NC(=S)NCc2cccs2)c1
→ -3, -0.2, 0.2, 5
> O=C(N/N=C/c1ccccn1)C1=NNC(=O)C1CCO (stereo unspecified)
→ -6, -0.9, -0.5, 65*
> COc1ccccc1CNC(=O)c1cc(Sc2ccc(C)cc2)nc2ccccc12
→ 2, -0.1, 2.5, 7
> COC(=O)COc1ccc2c(C)c(Cc3ccccc3)c(=O)oc2c1C
→ 4, 0.5, -0.2, -4
> Cc1ccc(S(=O)(=O)NC(Cc2ccccc2)C(=O)Nc2nc(C)cs2)cc1 (stereo unspecified)
→ 2, 0.0, 1.4, -1
> O=C1OC(c2ccccc2)=N/C1=C/c1cc2ccccc2nc1N1CCOCC1
→ 2, 0.0, -0.5, 56*
> CCOc1ccccc1C(=O)N[C@H](C(=O)Nc1ccc(F)c(F)c1)C(C)C
→ 0, -0.2, -0.4, 13
> O=C(NCCCN1CCc2ccccc2C1)NCc1noc2ccccc12
→ -6, -0.2, -2.5, 5
> COc1ccc2nc(NC(=O)c3cccc([N+](=O)[O-])c3)sc2c1
→ -49, -0.1, -1.5, 1
> COc1ccc(Nc2c(-c3c[nH]c4ccccc34)nc3c[n+](CC(N)=O)ccn23)cc1
→ 1, -0.5, 1.3, 22
> O=C(Cn1cnnn1)NCc1ccccc1
→ -6, 0.0, -0.7, -17
> Cc1ccc(NC(=O)COC(=O)c2cccc(NC(=O)OC(C)(C)C)c2)cc1C
→ -2, 0.1, 0.9, 10
> CCOC(=O)/C=C/C(=O)Nc1sc(C)c(C)c1C(N)=O
→ 11, 0.1, 0.4, 15
> O=C1c2nccnc2C(=O)N1Cc1ccco1
→ -6, 0.1, 0.5, 3
> O=C(Nc1ccc2oc(-c3cc(Br)ccc3Cl)nc2c1)c1cccc(F)c1
→ -1, 0.0, -0.1, -10

(listing goes on)
Every second line gives: TEAD-YAP block, FBW7 activator, GPR151 ag, MITF primary
> Cc1nnc(NC(=O)c2cc3ccccc3o2)s1
→ -31, 0.0, -0.5, 9
> O=C(CCCn1c(=S)[nH]c2ccc(Br)cc2c1=O)NCc1cccc(Cl)c1
→ -3, 0.9, 0.3, -4
> COCCn1nnnc1C(c1ccncc1)N1CCN(c2cc(C)ccc2C)CC1 (stereo unspecified)
→ 5, 0.3, -1.4, 13
> O=C(N/N=C/c1ccc(O)cc1)c1ccc(Br)o1
→ -23, 0.1, -5.0, 16
> CC(C)(C)C1CCc2c(sc(NC(=O)c3cnn4c(C(F)(F)F)cc(-c5ccco5)nc34)c2C#N)C1 (stereo unspecified)
→ 0, 0.0, -0.7, -16
> NCCNc1ccc(C(=O)Nc2ccc(Cl)c([N+](=O)[O-])c2)cc1[N+](=O)[O-]
→ -15, 0.2, 4.5, 23
> COc1ccccc1NC(=O)c1sc(=S)n(-c2ccccc2C)c1N
→ -11, -0.2, 0.2, 9
> O=C(Nc1ccc(F)cc1)c1ccc([N+](=O)[O-])cc1
→ -36, -0.1, -0.6, -3
> CC(C)Oc1ccc(CN2CCOc3ccc(C(C)(O)CN(C)C)cc3C2)cc1 (stereo unspecified)
→ 0, -0.1, 0.4, 8
> O=C(NCC1CCN(C(=O)COc2ccccc2)CC1)c1ccccn1
→ 1, 0.9, -1.3, 27
> O=C1CC(c2ccccc2)n2c(nc3ccccc32)N1 (stereo unspecified)
→ -4, 0.5, -0.7, 0
> O=C(COc1cccc([N+](=O)[O-])c1)Nc1cccc(I)c1
→ 10, 0.3, -1.9, 15
> O=C(Nc1ccc(O)cc1)C(=O)c1c(O)[nH]c2ccccc12
→ 0, 0.3, 1.1, -3
> N#C/C(=C\c1sc(N2CCOCC2)nc1-c1ccccc1)c1nnc2n1CCCCC2
→ -5, -0.1, 4.6, 8
> CC(C)=C1C2CCC1C(C(=O)Nc1cc(F)ccc1F)C2C(=O)O (stereo unspecified)
→ -2, 0.0, 0.6, 6
> Cc1ccc(-c2c3c(nc4sc(C(=O)Nc5cccc(C)c5C)c(N)c24)CCCC3)o1
→ -19, 0.2, -0.4, -9
> O=C(CSc1nnc(-c2ccncc2)o1)Nc1ccccc1Cl
→ -14, 0.2, -1.0, 13
> COc1cc(-c2cc(=O)c3ccccc3o2)ccc1O
→ -41, 0.4, -3.6, 3
> O=C(Nc1ccc(Br)cc1)C1C2C=CC3(O2)C1C(=O)N(Cc1ccc2c(c1)OCO2)C3C(=O)NC1CCCCC1 (stereo unspecified)
→ 13, 0.4, -0.9, 7
> O=C(CN(C(=O)c1ccccc1Cl)N1C(=O)CCC1=O)c1cccc([N+](=O)[O-])c1
→ 7, 0.6, -0.2, -7
> CCc1cccc(NC(=O)C(NC(=O)c2ccccc2)C(C)C)c1 (stereo unspecified)
→ 8, -0.1, -1.1, 13
> Cc1ccc(CNC(=O)C(CC(C)C)OC(=O)c2ccco2)cc1 (stereo unspecified)
→ -8, 0.0, 1.3, 9
> O=C(Cc1ccccc1)Nc1ccc(-c2nnc(-c3ccccc3)o2)cc1
→ -5, 0.0, 2.3, -4
> Cc1ccc(-n2nc3cc(N)c(Cl)cc3n2)cc1
→ -27, 0.0, -2.5, -1
> COc1cccc(NC(=S)N2CCC(NC(=O)C(C)(C)C)CC2)c1
→ -7, 0.1, 0.6, 16
> Nc1cccc(-c2cccc(C(=O)NCCOc3ccccc3)n2)c1
→ -17, 0.2, 3.6, 3
> COc1ccccc1-c1nnc(NC(=O)C2=COCCO2)o1
→ -6, -0.1, 1.8, 0
> O=S(=O)(Cc1ccccc1)NCC1CCCN(Cc2ccc(O)c(Cl)c2)C1 (stereo unspecified)
→ -3, 0.2, 0.4, 4
> COc1ccc(OC)c(CCNCc2c(C(=O)O)c(C)n(Cc3ccccc3C)c2C)c1
→ 4, -0.2, -0.4, 24
> Cc1c(I)cc(I)c(C)c1[N+](=O)[O-]
→ 3, 0.1, 0.0, 6
> COc1ccc(-c2cnn3c(NCc4ccco4)ccnc23)cc1
→ -50, -0.4, 0.3, -13
> Nc1nc(SCC(=O)NCc2ccc(F)cc2)n[nH]1
→ -5, 0.3, 0.1, 11
> COc1ccc(-n2c(O)c(C=Nc3ccccc3OC)c3ccccc3c2=O)cc1
→ 6, -0.1, 1.1, -3
> CCn1cc(CNc2nc(C)c(-c3ccn(Cc4ccc(F)cc4)n3)s2)c(C)n1
→ 4, 0.8, -1.1, 12
> Cc1ccc(SCc2ccc(C(=O)N3CCC(C(N)=O)CC3)cc2)cc1
→ -6, -0.1, -0.6, 5
> COc1ccc(-c2nc3scc(CCNS(=O)(=O)c4ccc(OC)cc4)n3n2)cc1
→ 0, -0.1, 1.4, -3
> CC(C)c1ccc(NC(=O)C(c2ccccc2)N2CCOCC2)cc1 (stereo unspecified)
→ -12, 0.0, -0.1, -7
> O=C(CCl)Nc1ccc(CN2CCCCC2)cc1
→ -4, 0.4, -1.2, 16
> COc1cc(C2/C(=C(\O)c3ccccc3)C(=O)C(=O)N2c2cccc(C(F)(F)F)c2)ccc1O (stereo unspecified)
→ -1, 0.0, 2.8, 6
> COC(=O)c1ccc(Sc2ncnc3nc[nH]c23)c([N+](=O)[O-])c1
→ 6, -0.1, -0.4, -5
> CSC1=NCCN1C(=O)c1ccc(C)cc1
→ -3, 0.1, 0.8, 5

4 of the compounds above, as labelled records.
> Cc1ccc(CNC(=O)C(CC(C)C)OC(=O)c2ccco2)cc1 (stereo unspecified)
  TEAD-YAP block: -8; FBW7 activator: 0.0; GPR151 ag: 1.3; MITF primary: 9
> O=C(Cc1ccccc1)Nc1ccc(-c2nnc(-c3ccccc3)o2)cc1
  TEAD-YAP block: -5; FBW7 activator: 0.0; GPR151 ag: 2.3; MITF primary: -4
> Cc1ccc(-n2nc3cc(N)c(Cl)cc3n2)cc1
  TEAD-YAP block: -27; FBW7 activator: 0.0; GPR151 ag: -2.5; MITF primary: -1
> COc1cccc(NC(=S)N2CCC(NC(=O)C(C)(C)C)CC2)c1
  TEAD-YAP block: -7; FBW7 activator: 0.1; GPR151 ag: 0.6; MITF primary: 16
